Source: PubChem (several laboratories)
ER stress rescue – rescue of cells from ER stress-induced death, primary screen, 384-well, CSM14.1, thapsigargin, ATP luminescence (AID 1222); 190,000 tested, under 10 active; cellular ATP content (survival), % at 20 µM; hits with a dose series show EC50 in µM; CSM14.1 thapsigargin-induced death rescue, ATP luminescence; higher % means a stronger effect;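 active = EC50 below 50 µM in the dose-response confirmation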;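 also: death triggered by thapsigargin at about 15 µM added after 2 h compound pretreatment; cell ATP read after overnight thapsigargin exposure of roughly 18 to 22 hours; normalized against plate controls of thapsigargin alone and 5% DMSO vehicle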
XIAP displacement – XIAP antagonists, biochemical, IAP family, fluorescence polarization (AID 1018). E3 ubiquitin-protein ligase XIAP (Homo sapiens). XIAP BIR domain, fluorescence polarization peptide displacement; higher % means a stronger effect. displacement, % at 20 µM, or IC50 in µM where a hit was titrated. actives 0.007% (n = 200,000); in the data active = displacement above about 50%; also: a part of the inactive calls stands beside numbers as strong as those of hits
Lipid droplet – inhibitors of hepatocyte lipid droplet formation, primary screen, imaging, high-throughput imaging, BODIPY stain. AID 1656, 2009. actives 0.4% (n = 240,000). inhibition, % at 6.5 µM. AML12 mouse hepatocytes, oleate lipid droplets;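 active = lipid droplet intensity inhibited by at least 50%, with more than 500 cells counted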
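Technique: fluorescence imaging, 20x objective, two fields per well / Assay system: AML12 hepatocytes (mouse) / Measure: % inhibition of lipid droplet signal / Doses: 6.5 µM single-point dosing / Incubation: overnight exposure / Reagent: 100 µM oleic acid challenge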
Insulin prom up – insulin promoter activators in MIN6 cells, imaging, high-content screening, mouse beta cells; MIN6 insulin promoter-GFP reporter; active compounds read high; z-score at 5 µM; actives 0.3% (n = 190,000); AID 1625, 2009;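 active = z-score above 3 at 5 µM with at least 500 cells counted in the well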
WT yeast gro inh – growth inhibition of WT strain, primary screen, mitochondrial fusion inhibitor project, WT and mutant strains, chemical genetic; inhibition, % at 10 µM; mitochondrial fusion phenotypic screen; actives 2.1% (n = 190,000); in the data active = inhibition above about 58%; tested in S. cerevisiae
b-catenin transl – modulators of beta-catenin nuclear translocation, primary screen, imaging, HeLa cells, immunofluorescence, high-content | actives 0.3% (n = 190,000) | nuclear translocation activity, % at 5 µM;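 active = nuclear translocation activity above 50% at 5 µM, with a well cell count of 50 or more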;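 also: per-cell ratio of nuclear to cytoplasmic median beta-catenin stain intensity; plate controls were DMSO negative control for no effect and GSK-3 inhibitor IX positive control for full effect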
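assay system = human HeLa cells, endogenous beta-catenin | times = compound treatment 24 h, 37°C, 5% CO2 | detection = Anti-beta-catenin immunofluorescence on PFA-fixed, Triton-permeabilized cells, DAPI nuclei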
Dynein transport – inhibitors of GR-EGFP nuclear translocation, primary screen, dynein cargo transport inhibitor project, imaging, high-content, 3617.4 mouse cells; test concentration mostly 20 µM; stimulated with dexamethasone, 1 µM; active compounds read low; actives 0.47% (n = 220,000); AID 1381, 2008; z-score, hits read low;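 active = plate z-score of nuclear minus cytoplasmic receptor signal below a set negative limit, without overly bright fluorescence or cell loss, cut at about -3.5 in these data, passing the limit was not always enough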;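 also: z-score of nuclear minus cytoplasmic ring GR-EGFP intensity difference per well; some compounds called inactive have numbers as strong as hits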
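medium = tetracycline-free induction medium containing charcoal-stripped FBS | probe or stimulus = dexamethasone, 1.0 µM final | timing = 48 h induction, then 1 h compound, then 30 min agonist, 37 °C | detection = automated 10x imaging of fixed Hoechst-stained cells | read-out basis = nuclear versus cytoplasmic GR-EGFP signal, averaged per well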
MT stabilizer – microtubule stabilizers in HeLa cells, primary screen, imaging, high-content imaging | HeLa tubulin immunostaining HCS, 24 h; share of cells brighter than vehicle mean+2SD | % tubulin-high responders, % at 10 µM | actives 0.83% (n = 200,000) | AID 2205, 2009;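 active = plate Z-score above 3 for both tubulin-high and condensed-nucleus cell shares, with cell loss under 80%, at 10 µM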;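 also: anti alpha tubulin signal scored within the nucleus-defined area of each cell; some results filed as inactive read as strong as hits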
Autophagy mod – autophagy modulators in MEF cells, primary screen, imaging, high-content, MEF GFP-LC3 | MEF GFP-LC3 puncta imaging; test concentration mostly 10 µM | calls only at 10 µM (by protocol) | actives 0.98% (n = 190,000);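 active = percentage of spot-positive cells more than 3 SD above its plate mean, without a fluorescence outlier flag or 80% toxicity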;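 also: spot-positive cell cutoff set from DMSO-treated cells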
WT yeast gro inh mutant strain – recorded beside WT yeast gro inh, whose call it bears; inhibition, %; mitochondrial fusion phenotypic screen, mutant strain inhibition
Dynein transport cytoplasmic EGFP – further read-out of Dynein transport, marked with its call; z-score; measured here: cytoplasmic GR-EGFP intensity; active compounds read high
Dynein transport nuclear GR-EGFP – also measured in Dynein transport; calls as there; z-score; measured here: nuclear GR-EGFP intensity;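 lower value marks the stronger effect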
Dynein transport cell count – second read-out of Dynein transport, no call of its own (marks repeat the call); z-score; measured here: cell count per field
Insulin prom up cell count – second read-out of Insulin prom up, no call of its own (marks repeat the call); cell count; measured here: cytotoxicity, nuclei count;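 total cells summed across four imaged fields per well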
Lipid droplet cells 6.5 µM – further read-out of Lipid droplet, marked with its call; cell count; measured here: cell count, cytotoxicity flag;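 cells counted across two imaged fields per well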
b-catenin transl cell count 5 µM – second read-out of b-catenin transl, no call of its own (marks repeat the call); cell count; measured here: cell count, cytotoxicity flag
MT stabilizer Hoechst-high % – recorded beside MT stabilizer, whose call it bears; % Hoechst-high responders; measured here: nuclear condensation Hoechst responders;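 share of cells brighter than vehicle mean plus two SD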
MT stabilizer cytotoxicity % – also measured in MT stabilizer; calls as there; toxicity, %; measured here: cytotoxicity by cell density;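 0% = mean cell density of plate MIN control wells and 100% = no cells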
Autophagy mod cell loss 18 h – second read-out of Autophagy mod, no call of its own (marks repeat the call); toxicity, %; measured here: cell loss, nuclei count;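 cell loss after 18 h compound exposure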
Active calls of the source: *; i = inactive; x = not tested or not shown. No enrichment for hits; overall some 4% were active at least once.

SMILES	ER stress rescue	XIAP displacement	Lipid droplet	Lipid droplet cells 6.5 µM	Insulin prom up	Insulin prom up cell count	WT yeast gro inh	WT yeast gro inh mutant strain	b-catenin transl	b-catenin transl cell count 5 µM	Dynein transport	Dynein transport cytoplasmic EGFP	Dynein transport nuclear GR-EGFP	Dynein transport cell count	MT stabilizer	MT stabilizer Hoechst-high %	MT stabilizer cytotoxicity %	Autophagy mod	Autophagy mod cell loss 18 h
NC(=O)C1CCN(C(=O)c2ccc(Oc3cc(Cl)cc(Cl)c3)o2)CC1	x	x	1	750	0.51	1439	x	x	-3.9	1061	-0.044	-0.3	-0.14	0.48	x	x	x	x	x
CCc1ccc2[nH]c(=O)c(CN(CCN(C)C)C(=S)NCc3ccco3)cc2c1	-3.6%	-5.0%	-25	703	-0.42	1343	-18	2	0.8	1009	-0.3	-0.3	-0.24	0.53	3.0	3.4	6.7	i	1
COc1ccc(C2=NO[C@@H]3C(=O)N(C4CCCCC4)C(=O)[C@H]23)cc1OC	-5.1%	-0.7%	5	742	0.55	1190	-6	-2	0.3	1158	-0.96	-0.25	-0.54	0.42	3.0	1.8	3.4	i	1
Cn1c(C(=O)NC2CC2)cc2c(=O)n(C)c3ccccc3c21	-1.5%	-0.2%	x	x	-0.05	959	9	0	x	x	0.37	-0.13	0.33	-0.6	4.2	4.0	1.2	i	12
c1ccc(-n2cnc3cc(NCc4ccccn4)ccc32)cc1	-2.5%	1.4%	6	699	-0.46	1151	-2	-14	x	x	-0.46	-0.17	0.02	-0.42	2.5	2.1	1.2	i	-2
O=C1C(=C2SCCCS2)CC/C1=C\c1ccc(F)cc1	-9.7%	-1.7%	x	x	x	x	21	8	x	x	-0.96	-0.084	-0.93	0.7	2.5	1.1	0.7	i	0
COc1ccc(NC(=O)c2cccc(N3C(=O)NC4CC3(C)Oc3ccccc34)c2)cc1 (stereo not drawn)	-1.1%	-4.4%	10	785	-1.2	996	0	7	x	x	-0.34	-0.038	-0.32	1.4	1.2	0.9	12	i	-9
CC(=O)NCC(=O)N(C)C(C(=O)Nc1ccc2c(c1)OCCO2)c1ccccc1 (stereo not drawn)	0.2%	-1.3%	6	731	x	x	-6	-9	-2.9	1104	-0.81	-0.086	0.075	0.14	4.0	1.4	5.6	i	1
CC1CCN(C(c2nnnn2CCc2ccccc2)C(C)C)CC1 (stereo not drawn)	-0.8%	-6.3%	-16	684	x	x	13	19	-2.7	993	0.92	-0.26	0.89	-0.76	1.6	0.9	2.5	i	19
COCCCN(CCCN)Cc1ccco1	-1.1%	14%	7	597	0.21	1565	26	10	-2.4	1128	-1.6	-0.27	-0.62	1.1	4.9	1.6	6.9	i	20
COc1ccc2c3c([nH]c2c1)C1(NCC3)C(=O)Nc2ccccc21 (stereo not drawn)	x	x	-4	656	-0.02	1009	x	x	0.2	1341	0.046	-0.79	-0.3	-0.12	x	x	x	x	x
CCC(CC)NC(=O)CN(c1ccccc1OC)S(=O)(=O)c1cccs1	x	x	-7	617	0.96	1113	x	x	-1.4	1379	0.4	-0.66	0.034	-0.37	x	x	x	x	x

The closing 2 entries of the part before lead into the next.
SMILES	ER stress rescue	XIAP displacement	Lipid droplet	Lipid droplet cells 6.5 µM	Insulin prom up	Insulin prom up cell count	WT yeast gro inh	WT yeast gro inh mutant strain	b-catenin transl	b-catenin transl cell count 5 µM	Dynein transport	Dynein transport cytoplasmic EGFP	Dynein transport nuclear GR-EGFP	Dynein transport cell count	MT stabilizer	MT stabilizer Hoechst-high %	MT stabilizer cytotoxicity %	Autophagy mod	Autophagy mod cell loss 18 h
COc1ccc2c3c([nH]c2c1)C1(NCC3)C(=O)Nc2ccccc21 (stereo not drawn)	x	x	-4	656	-0.02	1009	x	x	0.2	1341	0.046	-0.79	-0.3	-0.12	x	x	x	x	x
CCC(CC)NC(=O)CN(c1ccccc1OC)S(=O)(=O)c1cccs1	x	x	-7	617	0.96	1113	x	x	-1.4	1379	0.4	-0.66	0.034	-0.37	x	x	x	x	x
Cc1ccc(SCC(=O)NC2CCS(=O)(=O)C2)cc1 (stereo not drawn)	0.5%	-10%	-7	739	-1.1	1738	-9	15	-5.1	1134	0.44	-0.35	0.7	-0.029	2.2	2.5	5.6	i	6
Cc1noc2ncnc(Oc3ccc(C(C)(C)C)cc3)c12	-1.2%	-8.2%	-2	700	0.15	1599	1	-16	-4.8	1058	-0.2	-0.35	-0.23	0.73	4.6	1.0	9.1	i	8
O=C(NC1CCCCC1)c1cc2nc(-c3ccco3)cc(C(F)(F)F)n2n1	-1.6%	-7.2%	-1	735	0.78	1210	11	6	-1.4	1030	-0.066	-0.19	-0.16	-0.24	3.7	3.1	5.0	i	0
O=C(N/N=C/c1ccc[nH]1)c1ccccc1OCc1ccc(F)cc1	x	x	13	729	-0.27	924	x	x	-1.1	1334	-0.24	-0.72	-0.33	-0.76	x	x	x	x	x
COC(=O)c1cn(NC(=O)Cc2cccc(C(F)(F)F)c2)c(=O)c2ccccc12	-0.6%	-6.1%	18	694	0.33	1176	-12	2	-3.8	1070	0.054	-0.33	-0.14	0.65	5.0	1.8	6.6	i	-6
CCOc1ccc(C2=Nn3c(nnc3-c3ccccc3)SC2)cc1Cl	-0.2%	-1.4%	x	x	-0.41	1406	-24	5	12	1327	-0.65	-0.2	-0.028	0.59	14	8.6	7.8	x	x
CC(=O)Nc1ccc(OCC(O)Cn2nc(C)nc2C)cc1 (stereo not drawn)	x	-2.9%	-10	600	0.18	1219	12	19	x	x	0.7	-0.22	0.37	0.48	2.3	1.5	4.6	i	-4
COCCn1c(-c2ccc(OC)cc2)nc2ccccc21	2.0%	-5.3%	17	795	x	x	6	9	4.4	931	0.015	0.023	-0.079	0.15	2.3	1.6	5.6	i	-1
O=C(Nc1ccccc1F)Nc1ccccc1F	0.4%	-3.5%	11	642	-0.06	1592	5	8	-2.2	1076	-0.34	-0.26	0.21	-0.5	2.7	2.1	9.5	i	23
CCSc1nnc(NC(=O)CSc2c(Cl)cccc2Cl)s1	-0.7%	-4.2%	x	x	0.89	1440	12	6	1.0	1401	-1.4	1.1	-0.47	0.69	2.7	1.2	2.0	i	-5
Cc1ccc2nc(C3CCN(CC(=O)Nc4ccc5c(c4)OCCO5)CC3)[nH]c2c1	-0.1%	-8.8%	12	744	-0.4	792	-3	0	-0.5	1220	0.55	-0.24	0.76	-0.28	1.4	2.3	15	i	15
CCS(=O)(=O)CCSc1nc2ccccc2o1	-0.8%	-4.4%	-2	768	-0.01	1305	-5	-12	x	x	-0.25	-0.13	-0.74	-0.07	3.4	1.6	3.4	i	-5
Cc1ccc(S(=O)(=O)CCSc2ccc(C(F)(F)F)cn2)cc1	x	x	-20	718	-0.46	1432	x	x	-1.2	1083	0.049	-0.29	-0.013	0.83	x	x	x	x	x
O=C(OCC#CCSc1nnc(-c2ccccc2)o1)c1ccco1	0.2%	-15%	x	x	0.22	1207	-15	10	1.1	1207	1.3	-0.13	0.97	-0.036	3.1	1.5	1.9	i	0
O=C(CN1C(=O)c2cccc3cccc1c23)NCc1ccc2c(c1)OCO2	-2.1%	-4.0%	x	x	-0.4	919	11	23	x	x	-0.53	-0.23	-0.096	0.46	2.6	2.4	4.3	i	-16
CCOC(=O)C(Cc1ccccc1)NC(=O)Cn1nnc(-c2ccccc2)n1 (stereo not drawn)	-0.5%	-4.5%	x	x	0.44	1391	26	12	0.0	1377	-0.53	-0.28	-0.31	0.77	4.0	1.5	9.3	i	11
COC(=O)C1=C(C)NC(=O)C1(Nc1nccs1)C(F)(F)F (stereo not drawn)	-3.1%	-3.2%	3	729	x	x	-21	-4	x	x	-0.51	-0.22	-0.96	1.6	4.0	2.8	5.8	i	-14
C=CCn1c(CSCc2ccc(Cl)cc2)nnc1SCC(=O)NCc1ccccc1	4.3%	0.7%	7	790	x	x	12	1	-4.4	1219	3.1	-0.23	2.1	-1.9	1.9	1.6	6.8	i	-7
CCOC(=O)c1ccc(NC(=O)c2nn(CC)cc2Br)cc1	0.6%	1.2%	5	753	0.73	1227	3	27	0.9	938	-0.12	-0.26	-0.053	0.65	3.3	3.3	9.2	i	-10
CC1c2ccsc2CCN1S(=O)(=O)c1cccs1 (stereo not drawn)	x	x	5	790	-0.41	1112	x	x	-1.0	1324	-1.7	-0.21	-0.69	1.2	x	x	x	x	x
Cc1ccc(N2/C(=N/c3nc(C)cc(C)n3)NC(=O)CC2C(=O)O)cc1 (stereo not drawn)	-0.8%	-6.0%	8	835	0	946	0	-24	x	x	2.8	-0.05	1.2	-0.56	1.9	0.8	5.9	i	-7
O=c1c2[nH]c3ccccc3c2ncn1Cc1ccco1	0.2%	-3.6%	x	x	-1.1	1555	10	-6	0.9	1307	-0.49	-0.027	-0.42	0.12	3.4	1.2	8.3	i	-9
COc1ccc(-n2c(SCC(=O)Nc3nccs3)nc3sc4c(c3c2=O)CCN(C)C4)cc1	1.9%	-3.9%	x	x	-1.4	1230	-1	-14	4.4	941	-0.38	-0.39	-0.33	0.92	2.8	1.5	11	i	17
CC(=O)CC(=O)Nc1ccc2ccccc2c1	x	x	9	823	1.3	929	x	x	-0.3	1359	0.46	-0.24	1.2	-1.1	x	x	x	x	x
Cc1cc(NC(=O)/C=C/c2cccc(F)c2)n(-c2nc3ccccc3[nH]2)n1	-2.7%	0.4%	26	661	x	x	0	5	-0.3	968	0.68	-0.21	0.48	-0.87	3.7	2.3	6.7	i	27
